NALP3 yeast inh: inhibitors of NALP3 inflammasome in yeast; AID 2825; inhibition, % at 10 µM; 330,000 tested, 0.39% active; Yeast reconstituted NLRP3/ASC/caspase-1, beta-gal luminescence, 24 h;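 active = inhibition of 50% or more; inactive = inhibition below 50%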;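 note: plate controls were induced DMSO wells for no effect and uninduced yeast grown without galactose for full effect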
ATG4B inh: ATG4B (human) cysteine protease inhibition | Q9Y4P1 | ATG4B cleavage of LC3-PLA2, NBD-HPC fluorescence, 1 h | inhibition, % at 8.33 µM | 340,000 tested, 0.51% active | AID 504462; in the data active = inhibition above about 40%
Target sequence (Q9Y4P1 whole entry, looked up): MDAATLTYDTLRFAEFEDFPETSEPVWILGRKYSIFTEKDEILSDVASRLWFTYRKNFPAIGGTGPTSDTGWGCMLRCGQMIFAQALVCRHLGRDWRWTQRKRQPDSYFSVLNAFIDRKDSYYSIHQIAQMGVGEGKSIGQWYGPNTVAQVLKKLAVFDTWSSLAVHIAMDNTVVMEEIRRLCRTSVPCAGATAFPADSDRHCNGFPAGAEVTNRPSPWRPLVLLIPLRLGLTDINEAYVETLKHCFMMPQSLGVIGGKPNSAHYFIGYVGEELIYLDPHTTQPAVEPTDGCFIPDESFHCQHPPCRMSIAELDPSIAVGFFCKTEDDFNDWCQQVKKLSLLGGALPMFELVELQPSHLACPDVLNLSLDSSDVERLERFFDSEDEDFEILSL
mIAP block: mouse IAP inhibition; purified mouse IAP, CDP-Star luminescence, 30 min; 330,000 tested, 0.2% active; inhibition, % at 10 µM;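 active = inhibition of at least 40% at 10 µM in the primary screen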;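 note: plate controls were DMSO with enzyme for no effect and no enzyme wells for full effect; values of inactives mirror those of a sister screen read the other way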
TIM10 inh: inhibits growth of TIM10 yeast strain | S. cerevisiae TIM10 strain growth, BacTiter-Glo luminescence, 24 h | inhibition, % at 10 µM | 330,000 tested, 1.4% active | AID 463195;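 active = inhibition of 40% or more at the single tested concentration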;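 note: wild-type TIM10 isogenic control strain grown at permissive 25 °C; 0% = DMSO yeast wells and 100% = minimal medium wells without yeast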
Apaf1 inhib: inhibitors of human Apaf-1 apoptosome; reconstituted apoptosome caspase-3 activity, DEVD-Rh110 fluorescence; inhibition, % at 20 µM; 330,000 tested, 0.71% active; active = inhibition of at least 40% at 20 µM;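 note: plate controls were DMSO wells for no effect and DEVD-CHO caspase inhibitor wells for full effect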
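System – cell-free apoptosome with Apaf-1, procaspase-3 and caspase-9 · Buffer or medium – pH 7.5 Hepes buffer with CHAPS, BSA, DTT · Also added – cytochrome c with DEVD-Rh110 · Times – 30 min compound preincubation, 50 min activation, room temperature · Technique – Rh110 fluorescence intensity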
mIAP act: increases mouse intestinal alkaline phosphatase activity; muIAP, CDP-Star luminescence, 30 min; active compounds read high; 1 = vehicle-only enzyme signal, 0 = enzyme-free wells; activation factor at 10 µM; 330,000 tested, 0.24% active;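 active = activation factor of at least 2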; note: the source names both 10 and 20 µM as test concentration; values of inactives mirror those of a sister screen read the other way
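System: mouse IAP enzyme. Reagent: CDP-Star chemiluminescent phosphatase substrate. Benchmarks: DMSO wells, no-enzyme wells. Times: 30 min enzyme-substrate-compound incubation at room temperature. Detection: luminescence from enzymatic CDP-Star hydrolysis. Doses: test compounds delivered from DMSO solution.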
hIAP activ: human IAP activation; P09923; purified human IAP, CDP-Star luminescence, 30 min; active compounds read high; 1 = vehicle-only enzyme, 0 = enzyme-free background; activation factor at 10 µM; 330,000 tested, 0.16% active;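 active = activation factor of the enzyme at least 2-fold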; note: the source names both 10 and 20 µM as test concentration; values of inactives mirror those of a sister screen read the other way
Target sequence (P09923 whole entry, looked up): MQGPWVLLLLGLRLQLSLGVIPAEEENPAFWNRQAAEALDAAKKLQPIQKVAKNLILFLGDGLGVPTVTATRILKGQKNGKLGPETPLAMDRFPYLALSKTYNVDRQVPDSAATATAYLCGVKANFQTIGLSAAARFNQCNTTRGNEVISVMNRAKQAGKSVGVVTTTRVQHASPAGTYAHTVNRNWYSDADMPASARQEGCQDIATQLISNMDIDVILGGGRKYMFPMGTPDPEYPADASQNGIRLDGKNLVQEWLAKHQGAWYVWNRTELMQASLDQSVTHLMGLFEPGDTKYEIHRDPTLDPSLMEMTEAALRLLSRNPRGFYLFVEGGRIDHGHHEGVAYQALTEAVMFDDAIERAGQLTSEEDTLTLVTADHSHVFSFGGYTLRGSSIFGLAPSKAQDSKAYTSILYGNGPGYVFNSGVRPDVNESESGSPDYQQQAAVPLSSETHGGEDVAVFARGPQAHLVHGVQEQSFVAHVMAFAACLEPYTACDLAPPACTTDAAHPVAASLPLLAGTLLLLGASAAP
tim10-1 inh: inhibits growth of tim10-1 mutant yeast; AID 463190; 330,000 tested, 2.2% active; inhibition, % at 20 µM; S. cerevisiae tim10-1 ts strain growth, BacTiter-Glo, 24 h;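 active = inhibition of at least 40%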;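 note: mutant grown at 25 °C; 0% = DMSO wells with yeast and 100% = wells holding no yeast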
hIAP block: blocks human intestinal alkaline phosphatase; 330,000 tested, 0.12% active; inhibition, % at 10 µM; P09923; purified IAP, CDP-Star luminescence, 30 min;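 active = inhibition reaching a set limit with compound at 10 µM in the primary screen, cut at about 35% in these data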;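 note: plate controls were DMSO wells with enzyme for no effect and no-enzyme buffer wells for full effect; values of inactives mirror those of a sister screen read the other way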
Numbers without * were called inactive; x = no result given; & = joins results of further samples. Random draw from the library; any-hit rate near 4.5%.

Every second line gives: NALP3 yeast inh	ATG4B inh	mIAP block	TIM10 inh	Apaf1 inhib	mIAP act	hIAP activ	tim10-1 inh	hIAP block
- COc1ccc(S(=O)(=O)NNC(=O)Nc2ccc(F)cc2)cc1
    -1	4	-8	5	-13	1.1	1.1	2	-10
- Cc1nc(CS(=O)(=O)c2ccccc2)cc(Sc2ccc(Cl)cc2Cl)n1
    14	16	15	7	11	0.85	0.94	29	6
- O=C(NCCN1CCCCC1)/C(=N\O)c1ccccc1
    5	1	2	-5	6	0.97	1	-1	-4
- CC(NC(=O)c1ccc(Cn2cc([N+](=O)[O-])cn2)o1)c1ccccc1 (centres undefined)
    14	-6	-11	15	2	1.1	1	8	0
- CCOc1ccc(C(=O)OC(C)CN2CCCCC2)cc1 (centres undefined)
    -8	-3	-4	14	5	1	0.84	7	16
- O=C(c1cccs1)N1CCN(c2ccc([N+](=O)[O-])cc2F)CC1
    18	2	18	1	0	0.81	0.91	12	9
- CC1=NN(CCc2ccccn2)C(=O)CC1
    10	0	9	14	-14	0.91	0.82	-8	18
- Cc1cc(C)cc(NC(=O)CSc2nc(=O)n3cc(C)ccc3n2)c1
    1	8	5	3	2	0.95	0.9	10	10
- CC(C)(C)NCCOc1ccc2ccccc2c1
    22	-1	-11	-28	6	1.1	1	-23	-2
- Cc1ccc(S(=O)(=O)n2c([N+](=O)[O-])cnc2C)cc1C
    3	-2	-6	-4	0	1.1	1.1	3	-8
- CC(C)(C)OC(=O)C[C@@H]1C/C=C\C[C@H](CC(=O)N(CCO)Cc2ccccc2)C(=O)N2CCC[C@H]2COC1=O
    16	0	-20	3	1	1.2	1.1	20	-7
- O=C(NC1CCCN(Cc2ccc(Cl)cc2)C1)c1ccoc1 (centres undefined)
    17	-2	4	4	5	0.96	1	6	0
- COc1ccc(CCN(C)C(=O)C2CCN(Cc3ccc(C)cc3)CC2)cc1OC
    8	0	-15	-2	2	1.2	1.1	14	-13
- COc1ccc(S(=O)(=O)N2C3CCC2CC(NC(=O)C2CC2)C3)cc1 (centres undefined)
    9	5	-5	4	-4	1	0.96	10	4
- O=C(NC1CCNCC1)C1CCCCC1
    3	5	4	-2	-16	0.96	1.1	5	-6
- Cc1cc(S(=O)(=O)NCCN2CCOCC2)c(C)s1
    -13	-2	-8	-16	3	1.1	0.92	9	8
- CCOc1cc(C2CC(=O)NC(SCC)=C2C#N)ccc1O (centres undefined)
    6	-8	1	7	-5	0.99	0.92	24	8
- Cc1nnc2n(-c3ccccc3)c(=O)c3ccccc3n12
    9	3	-11	8	-15	1.1	1	-2	0
- CCOC(=O)C(NS(=O)(=O)c1ccccc1)(C(F)(F)F)P(=O)(OCC(C)C)OCC(C)C (centres undefined)
    8	-2	-8	31	13	1.1	1	27	-1
- COc1ccc(N=C2NC(=O)S/C2=C\c2ccc(N(C)C)cc2)cc1
    24	3	14	8	10	0.86	0.72	26	28
- CN(C)/C=C/C(=O)c1ccc(F)cc1F
    19	2	-3	-12	-2	1	0.99	-4	1
- CCCNC(=O)C(=O)NCC(c1ccc2c(c1)OCO2)N1CCN(c2ccc(F)cc2)CC1 (centres undefined)
    -1	-5	6	8	15	0.94	0.82	17	18
- N#CCCN(Cc1cccnc1)C(=S)NC(=O)c1ccc(S(=O)(=O)N2CCCC2)cc1
    4	1	7	-2	-8	0.93	0.97	6	3
- COc1ccc(CNC(=O)COC(=O)CCS(=O)(=O)c2ccc(C)cc2)cc1OC
    7	-5	0	-11	33	1	1.1	-4	-5
- C=CCn1c(=N)c(C(=O)NCCCOC)cc2c(=O)n3cc(C)ccc3nc21
    11	4	-4	-23	2	1	1.1	10	-6
- N#CCCN(C(=O)COC(=O)CCc1nc2ccccc2c(=O)[nH]1)c1ccccc1F
    7	5	-10	6	9	1.1	0.86	0	14
- O=C(NCc1cccc(OC(F)(F)F)c1)c1ccc2c(c1)S(=O)(=O)c1cc(Cl)ccc1C2=O
    19	17	14	-11	-7	0.86	1.1	-18	-7
- O=C(O)c1ccc(COc2c(F)c(F)c(F)c(F)c2F)o1
    0	-2	1	-2	-7	0.99	0.95	-1	5
- O=C(Nc1ccc(S(=O)(=O)NC2=NCCCCC2)cc1)c1ccc(C(F)(F)F)cc1
    4	-7	-5	-31	1	1	1.2	-12	-15
- Cc1cc(C)c2nc(NC(=O)C3CSC4(C)CCC(=O)N34)sc2c1 (centres undefined)
    7	0	9	-6	17	0.91	0.94	5	6
- COc1cccc(-c2[nH]nc3c2C(c2ccoc2)C(C#N)=C(N)O3)c1 (centres undefined)
    -1	-4	13	20	0	0.87	0.92	17	8
- C/C(=N\NC(=S)Nc1ccc(C)cc1)c1cc2ccccc2o1
    30	-3	11	28	-5	0.89	1.2	26	-20
- CN1CC2=Cc3ccccc3OC23Oc2ccccc2C=C3C1
    34	11	-4	23	9	1	1.2	28	-19
- O=C(/C=C/c1ccco1)Nc1ccc2c(c1)OCO2
    23	-10	-6	1	-4	1.1	1	-5	-2
- CN1CCc2c1nc1ccccc1c2NC(=O)CN1CCCC1
    10	6	-12	-6	9	1.1	1.1	8	-12
- COc1ccc(Cl)cc1C(=O)NNC1CC(=O)N(Cc2ccc(Cl)cc2)C1=O (centres undefined)
    8	-8	9	19	-8	0.91	0.96	16	4
- O=C1CCC/C1=C/Nc1cccc(F)c1
    17	-4	1	-24	-19	0.99	1.1	-5	-8
- CCOc1ccccc1C(=O)NC1CC2CCCC(C1)N2Cc1ccccc1 (centres undefined)
    17	-1	5	2	1	0.95	0.94	19	6
- O=C(Nc1ncccn1)c1cc(-c2cccc(Br)c2)nc2ccccc12
    16	36	2	20	22	0.98	0.87	14	13
- CCOC(=O)c1[nH]c(C)c(C(=O)N(C)Cc2ccccc2)c1C
    13	9	5	-2	-24	0.95	0.95	25	5
- O=c1c2c([N+](=O)[O-])cc([N+](=O)[O-])cc2sn1-c1ccc(Br)cc1
    14	-3	14	19	14	0.86	1.1	85*	-7
- CCOc1ccc(CCNC(=O)c2ccc3c(c2)NC(=O)C2CCCN32)cc1OCC (centres undefined)
    15	x	-103	2	17	2*	0.92	6	8
- Cc1ccc(NC(=O)CN(C)C(=O)CCC(=O)c2cccs2)cc1
    -1	-7	0	-16	1	0.99	1.1	18	-6
- CC(C)(C)[C@H]1C=C(C(=O)N2CCN(Cc3ccc4c(c3)OCO4)CC2)O[C@@H](OCCCCO)C1
    7	-14	0	8	-2	0.99	1	10	-2
- Cc1nc(CSc2nc3[nH]ncc3c(=O)n2-c2ccccc2)cs1
    16	-13	1	-3	0	0.99	1.3	7	-32

Structures shown so far that contain an aryl thioether with sulfur outside any ring (three):
Every second line gives: NALP3 yeast inh	ATG4B inh	mIAP block	TIM10 inh	Apaf1 inhib	mIAP act	hIAP activ	tim10-1 inh	hIAP block
- Cc1nc(CS(=O)(=O)c2ccccc2)cc(Sc2ccc(Cl)cc2Cl)n1
    14	16	15	7	11	0.85	0.94	29	6
- Cc1cc(C)cc(NC(=O)CSc2nc(=O)n3cc(C)ccc3n2)c1
    1	8	5	3	2	0.95	0.9	10	10
- Cc1nc(CSc2nc3[nH]ncc3c(=O)n2-c2ccccc2)cs1
    16	-13	1	-3	0	0.99	1.3	7	-32

More results
Every second line gives: NALP3 yeast inh	ATG4B inh	mIAP block	TIM10 inh	Apaf1 inhib	mIAP act	hIAP activ	tim10-1 inh	hIAP block
- O=C(Nc1ccnc(-c2cccnc2)n1)c1ccc(F)cc1
    11	x	1	1	-1	0.99	1.1	-1	-10
- Cc1cc(C)cc(NC(=O)COC(=O)CCC2CCCC2)c1
    5	0	-18	9	7	1.2	0.84	11	16
- COCCNC(=O)C(c1ccc(F)cc1)N(C(=O)CCC(=O)Nc1nccs1)c1ccc(C)cc1 (centres undefined)
    13	-6	-5	17	11	1.1	1	11	-2
- CSc1nc(NC(C)=O)nc(C)c1Br
    9	1	-4	3	0	1	1	3	-4
- CCn1c(=N)n(CC(=O)c2ccc(OC)cc2)c2ccccc21
    12	-3	3	-3	-8	0.97	1	3	-3
- O=C(O)CN=CC1=C(O)CC(c2ccccc2)CC1=O (centres undefined)
    5	-6	-1	5	-10	1	0.9	-6	10
- CCCCCOc1ccc(N2C(=O)CC(N(O)c3ccccc3)C2=O)cc1 (centres undefined)
    17	1	-1	-21	15	1	0.95	3	5
- CCc1nc(N)c(C#N)c(-c2cccn2C)c1C
    4	-6	1	-20	4	0.99	1.1	41*	-5
- CCOc1ccc(CN(C)C(C)C(=O)Nc2ccc([N+](=O)[O-])cc2Cl)cc1OC (centres undefined)
    16	-3	9	2	16	0.91	0.97	7	3
- O=C(CCCC(=O)c1ccccc1)Nc1ccc(F)cc1
    21	-6	-3	-2	4	1	1.1	-13	-12
- O=C(COC(=O)Cc1cccs1)Nc1ccccc1
    12	-5	3	8	16	0.97	1	22	-2
- O=C(/C=C/c1cccc(Br)c1)NC1CCN(Cc2ccccc2)CC1
    18	-10	-3	-60	10	1	1.1	-14	-8
- COc1cc(C)c(S(=O)(=O)NC2CC(C)(C)NC(C)(C)C2)cc1C
    4	-2	0	-27	-2	1	1.1	18	-15
- CN1CCN(S(=O)(=O)c2ccc(Cl)cc2)CC1
    5	-8&3	-14	-12	5	1.1	0.88	-17	12
- O=C(Nc1cccc2nsnc12)c1ccc(-c2cccc(Cl)c2)o1
    0	12	2	21	40	0.97	0.93	17	7
- COCCCn1c(SCC(=O)NC(C)C)nnc1-c1ccccc1
    1	8	-5	2	-2	1	1.1	11	-12
- COc1ccc(NC(=O)COC(=O)c2n[nH]c3ccccc23)c(OC)c1
    19	3	7	6	-13	0.93	1.1	9	-6
- C=CCn1c(SCC(=O)NC2CC2)nnc1-c1cccs1
    10	0	-6	2	-1	1.1	0.86	-13	14
- Cc1ncc([N+](=O)[O-])n1CC(=O)Nc1ccc(Cl)cc1
    12	5	7	2	-4	0.93	0.99	31	1
- O=C1OC(c2ccccc2)/C(=C(/O)c2ccccc2)C1=O (centres undefined)
    -5	10	0	0	7	1	0.91	2	9
- CC(C)CCn1c(SCCc2ccccc2)nc2c1c(=O)[nH]c(=O)n2C
    13	-10	11	2	23	0.89	0.87	17	13
- CCO[C@H]1OC(C(=O)Nc2ccccc2)=C[C@@H](C2CC2)[C@@H]1CCCO
    17	-8	5	23	3	0.95	1.1	24	-14
- Cn1c(CN2CCCCC2)c(C#N)c2ccccc21
    -17	4	-4	-3	-3	1	1	13	-4
- CCNC(=O)c1cc2c(=O)n3cccc(C)c3nc2n(CCc2ccccc2)c1=N
    13	-12	2	-7	1	0.98	1	16	-1
- O=C(Cc1ccc([N+](=O)[O-])cc1)NCc1ccccc1Cl
    4	-9	-4	-3	12	1	1	8	-4
- CN(CCC1CCCCO1)C(=O)CCc1nnc(CCCCc2ccccc2)o1 (centres undefined)
    22	-13	-5	28	6	1	1.2	5	-22
- O=C(NCCN1CCN(c2ccccc2)CC1)c1cccn2c(=O)c3ccccc3nc12
    27	-7	6	-6	27	0.94	0.95	-32	5
- CCOc1ccc(CC(=O)Nc2ccc(S(=O)(=O)N3CCCC3)cc2)cc1
    12	6	-7	8	16	1.1	1.2	20	-19
- CCN(CC)CCOC(=O)C(Cc1ccco1)Cc1cccc2ccccc12 (centres undefined)
    26	-6	-6	12	-2	1.1	1	10	0

Screens deposited in PubChem BioAssay by Sanford-Burnham Center for Chemical Genomics.
